TMEM16A inh: mouse TMEM16A channel inhibition, primary screen. Q8BHY3. HEK293 TMEM16A/YFP iodide influx fluorescence, ionomycin. normalized B-score (activity score, 25-100; higher = stronger inhibition) at 10 µM. 1.2% of 310,000 active;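 active = ratio plate-corrected score three or more library SD toward inhibition, starting fluorescence score within five deviations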;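 also: score derived from kinetic fluorescence span divided by baseline fluorescence per well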
KCNK3 block: human KCNK3 channel inhibition, primary screen | CHO-KCNK3 thallium flux, FluxOR fluorescence; active compounds read low | 0.84% of 340,000 active | AID 602410 | B-score at 10 µM | O14649;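 active = B-score under library mean minus 4 SD, starting fluorescence ratio at most library mean plus 5 SD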;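 also: more negative B-score means stronger inhibition of thallium flux through KCNK3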
RGS4 pot: potentiators or activators of RGS4. HEK293 M3R/inducible RGS4, carbachol calcium flux Fluo4; active compounds read low. 0.92% of 310,000 active. B-score at 10 µM. AID 463111;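 active = B-score of the integrated calcium signal more than 4 SD below the library mean, with starting fluorescence not abnormally high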;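 also: negative B-score means reduced calcium response which marks RGS4 activation or potentiation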
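System: HEK293 FlpIn-TREx cells, stable M3R, doxycycline-inducible RGS4. Timing: overnight RGS4 induction, 30 min dye load 37 °C, 20 min compound RT. Also added: carbachol, ECmax concentration. Measured by: Fluo4 fluorescence kinetic imaging of calcium. Evaluation: integrated calcium ratio converted to B score.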
ANO1 activ: activators or potentiators of mouse TMEM16A chloride channel | B-score at 10 µM | Q8BHY3 | HEK293 TMEM16A/YFP-H148Q/I152L, iodide quench fluorescence; active compounds read low | 0.3% of 340,000 active;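 active = fluorescence-ratio B-score plate-corrected deviation score at least 3 library SD below zero, with starting fluorescence score within 5 deviations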;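 also: channel opened by trigger with iodide after compound preincubation; score built on the fluorescence ratio of max minus min over baseline; more negative score means more quench and so TMEM16A activation or potentiation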
KCNK9 inh: blocks the human KCNK9 two-pore domain potassium channel. Q9NPC2. HEK293 KCNK9, FluxOR thallium flux fluorescence; active compounds read low. B-score at 10 µM. 1.2% of 310,000 active. AID 488922;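 active = ratio B-score over 3 SD below the library mean, with starting fluorescence within 5 SD of its mean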;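 also: negative B-score means less thallium flux so channel inhibition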
RGS4 block: inhibitors of human RGS4 | B-score at 10 µM | AID 463165 | P49798 | 0.45% of 310,000 active | HEK293 M3R/RGS4 inducible, Fluo-4 calcium flux; active compounds read high; triggered by carbachol at its EC20;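 active = B-score, a plate-corrected calcium signal, over three deviations above library mean, with baseline fluorescence within five deviations of library mean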;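 also: RGS4 expression induced by doxycycline in cells with stable M3 receptor; B-score is computed from the integrated fluorescence ratio over baseline after carbachol; higher B-score means a larger calcium signal and so more RGS4 inhibition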
hERG rescue: compounds protecting human hERG from proarrhythmic drug block | Q12809 | CHO-hERG, FluxOR thallium flux, dofetilide IC70 present | activation (rescue from dofetilide block), less the hit threshold, % at 10 µM | 0.51% of 310,000 active;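 active = activation above the mean of controls blocked by dofetilide plus 5 SD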;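 also: thallium influx through hERG after potassium depolarization seen as dye fluorescence rise; in these data hits start at about 4.7%; inactives centre near -7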
Target sequence (Q12809 whole entry, looked up): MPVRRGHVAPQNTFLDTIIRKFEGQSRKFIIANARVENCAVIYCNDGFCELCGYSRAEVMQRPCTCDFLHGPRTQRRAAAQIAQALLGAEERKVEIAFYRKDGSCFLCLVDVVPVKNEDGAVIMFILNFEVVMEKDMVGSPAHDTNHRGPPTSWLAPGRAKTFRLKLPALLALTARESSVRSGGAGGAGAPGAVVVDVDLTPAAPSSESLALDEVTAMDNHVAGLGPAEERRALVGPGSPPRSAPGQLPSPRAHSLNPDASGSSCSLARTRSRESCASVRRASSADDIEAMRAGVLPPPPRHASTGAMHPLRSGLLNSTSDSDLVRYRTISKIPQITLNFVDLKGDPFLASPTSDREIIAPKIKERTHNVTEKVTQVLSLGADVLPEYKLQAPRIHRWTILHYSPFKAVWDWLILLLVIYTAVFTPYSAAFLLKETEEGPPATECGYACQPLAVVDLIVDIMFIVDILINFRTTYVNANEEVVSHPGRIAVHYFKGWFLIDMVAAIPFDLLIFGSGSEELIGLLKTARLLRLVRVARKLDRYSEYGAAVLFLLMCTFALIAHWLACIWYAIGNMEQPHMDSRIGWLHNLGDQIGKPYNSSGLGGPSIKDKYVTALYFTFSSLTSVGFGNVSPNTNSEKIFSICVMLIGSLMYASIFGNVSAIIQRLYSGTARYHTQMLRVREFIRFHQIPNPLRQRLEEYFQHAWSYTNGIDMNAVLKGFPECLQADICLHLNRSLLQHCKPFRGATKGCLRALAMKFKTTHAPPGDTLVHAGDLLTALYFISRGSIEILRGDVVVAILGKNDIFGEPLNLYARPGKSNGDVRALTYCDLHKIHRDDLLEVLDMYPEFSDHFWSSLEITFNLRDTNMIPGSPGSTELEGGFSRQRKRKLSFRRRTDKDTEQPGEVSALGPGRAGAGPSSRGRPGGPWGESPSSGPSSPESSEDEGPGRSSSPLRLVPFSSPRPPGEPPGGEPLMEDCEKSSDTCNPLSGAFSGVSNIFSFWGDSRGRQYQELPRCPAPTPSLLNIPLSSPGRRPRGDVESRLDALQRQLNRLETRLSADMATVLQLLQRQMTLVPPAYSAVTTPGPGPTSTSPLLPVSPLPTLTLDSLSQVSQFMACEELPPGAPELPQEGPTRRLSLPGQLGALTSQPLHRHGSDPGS
KCNQ1 inh: blocks the human KCNQ1 potassium channel; 1.3% of 310,000 active; B-score at 10 µM; CHO-K1 KCNQ1, FluxOR thallium flux fluorescence; active compounds read high;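 active = compounds whose thallium flux B-score, printed positive for inhibition, exceeds three library SD while starting fluorescence stays within three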;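 also: channel opened by potassium depolarization with thallium stimulus after 20 min compound exposure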
HDAC3 inh: human HDAC3 inhibition; O15379; 0.15% of 320,000 active; recombinant HDAC3, fluorogenic peptide/trypsin coupled, fluorescence; inhibition, % at 8.3 µM; in the data active = inhibition above about 26%, passing the limit was not always enough; inconclusive = no clear call, values can overlap the other calls
SKKanGAS inh: blocks kanamycin growth of S. pyogenes SKKanGAS strain; BacTiter-Glo, 6 h; inhibition, % at 7.5 µM; 1.3% of 300,000 active; AID 1662;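 active = mean replicate score, as percent of positive control median, at least 50; inconclusive = mean below 50 but one replicate at or above 50; inactive = mean and every replicate below 50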;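 also: strain carries kanamycin resistance gene driven by streptokinase promoter and grows in 40 µg/ml kanamycin; loss of luminescence reflects streptokinase promoter inhibition or plain growth inhibition; 0% = median of DMSO wells and 100% = positive control at its reference dose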
KCNQ1 act: human KCNQ1 channel potentiation or activation. P51787. CHO-K1 KCNQ1, thallium flux FluxOR fluorescence; active compounds read high. B-score at 10 µM. 0.35% of 310,000 active. AID 2648;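 active = fluorescence ratio B-score, a plate-corrected score, at least three library SD, with initial intensity B-score within 5 SD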
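Medium – assay buffer, equal DMSO in all wells · Material – CHO-K1 cell line with stable KCNQ1 potassium channel expression · Signal – kinetic FluxOR thallium fluorescence, 10-s 1-Hz baseline, 110-s post-stimulus read · Compound – single concentration per compound, DMSO matched to controls · Schedule – 37 °C overnight plating, 90-min dark dye load, 20-min compound pretreatment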
Numbers without * were called inactive; i = inactive; u = inconclusive; x = not tested or not shown.

The line under a structure holds: TMEM16A inh, KCNK3 block, RGS4 pot, ANO1 activ, KCNK9 inh, RGS4 block, hERG rescue, KCNQ1 inh, HDAC3 inh, SKKanGAS inh, KCNQ1 act
> O=C(N/C=N/O)C1=NOC(CNc2ncc(C(F)(F)F)cc2Cl)C1 (stereo not given)
 : i, i, i, i, i, i, -1, i, 10, -1, i
> CC(=O)CCc1oc2ccccc2c1-c1ccccc1
 : i, i, i, i, i, i, -10, i, 0, 1, i
> COc1cc(NC(=O)COC(=O)CC(C)(C)C)c(C)cc1[N+](=O)[O-]
 : i, i, i, i, i, i, -7, i, 9, 0, i
> CC1=C(C(=O)Nc2cc(C(=O)N3CCN(c4cccc(C)c4)C(C)C3)ccc2C)SCCO1 (stereo not given)
 : i, i, i, i, i, i, -13, i, -4, 6, i
> CN(C)CCCn1c(-c2ccccc2)nc(=S)c2c1CCCC2
 : i, i, i, i, i, i, -11, i, 5, 11, i
> O=C(CNCc1ccccc1)Nc1ccccc1-c1ccccc1
 : i, i, i, i, i, i, -11, i, 8, 2, i
> CC(C)c1cc(CNC(=O)C2CCC(=O)N(CCc3ccc(Cl)cc3)C2)on1 (stereo not given)
 : i, i, i, i, i, i, -3, i, -5, -3, i
> O=C(O)C1CCCN1S(=O)(=O)c1ccc(Cl)cc1 (stereo not given)
 : i, i, i, i, i, i, -4, i, 6, -3, i
> CCCCc1cc(=O)oc2cc(OCc3nn[nH]n3)c(Cl)cc12
 : i, i, i, i, i, i, -4, i, -3, 4, i
> Cc1cccc(N2CCN(C(=O)c3ccccn3)CC2C)c1 (stereo not given)
 : i, i, i, i, i, i, -14, i, 2, 1, i
> CCn1cc(C(=O)NCC2CCCO2)c2cc(OC)c(OC)cc2c1=O (stereo not given)
 : i, i, i, i, i, i, -9, i, 13, -1, i
> Cc1ccc(-n2cccn2)c(CN2CCC(CO)(CCc3ccccc3)CC2)c1
 : x, i, i, i, i, i, -11, i, x, 0, i
> O=c1/c(=C\c2ccc(F)cc2)sc2n1CCCN=2
 : i, i, i, i, i, i, -2, i, -3, -7, i
> COc1ccc(C2=NOC(Cn3nc(C(=O)NCc4ccc(OC(F)(F)F)cc4)cc3-c3ccccc3)C2)cc1 (stereo not given)
 : i, i, i, i, i, i, -8, i, 2, 13, i
> Cc1ccc(C(=O)N/C(=C\c2ccc3c(c2)OCO3)C(=O)Nc2ccc(C(=O)O)cc2)cc1
 : i, i, i, i, i, i, -8, i, 7, -8, i
> CCOc1ccc(NC(=O)CC2C(=O)N(c3ccccc3)C(=S)N2Cc2ccccn2)cc1 (stereo not given)
 : i, i, i, i, i, i, -29, i, -1, -5, i
> CCCCn1c(SCC(=O)Nc2nnc(C)s2)nc2c1c(=O)n(C)c(=O)n2C
 : i, i, i, i, i, i, -11, i, -3, -7, i
> CC(=O)Nc1nc(C(=O)O)cs1
 : i, i, i, i, i, i, -6, i, -11, -3, i
> Nc1cccc([N+](=O)[O-])c1
 : i, i, i, i, i, i, -11, i, -2, 10, i
> CN(C)CCSc1nc(N)c2c3c(sc2n1)CN(C)CC3
 : i, i, i, i, i, i, -3, i, -13, 6, i

No new results follow: an excerpt of the list.
The line under a structure holds: TMEM16A inh, KCNK3 block, RGS4 pot, ANO1 activ, KCNK9 inh, RGS4 block, hERG rescue, KCNQ1 inh, HDAC3 inh, SKKanGAS inh, KCNQ1 act
> CN(C)CCCn1c(-c2ccccc2)nc(=S)c2c1CCCC2
 : i, i, i, i, i, i, -11, i, 5, 11, i
> O=C(CNCc1ccccc1)Nc1ccccc1-c1ccccc1
 : i, i, i, i, i, i, -11, i, 8, 2, i

Additional structures.
The line under a structure holds: TMEM16A inh, KCNK3 block, RGS4 pot, ANO1 activ, KCNK9 inh, RGS4 block, hERG rescue, KCNQ1 inh, HDAC3 inh, SKKanGAS inh, KCNQ1 act
> C=CCn1cc(CN2CCC(C(=O)Nc3ccc(Oc4cccnc4)cc3)CC2)c(C)n1
 : i, i, i, i, i, i, -9, i, 2, 0, i
> CCOC(=O)C(C)Sc1nc(C2CC2)cc(C(F)(F)F)c1C#N (stereo not given)
 : i, i, i, i, i, i, -10, i, 8, 1, i
> COc1ccccc1N1CCN(S(=O)(=O)CCNC(=O)C2CC(=O)N(c3ccccc3)C2)CC1 (stereo not given)
 : i, i, i, i, i, i, -7, i, -2, 0, i
> CC(=O)C1=C(c2ccccc2)NC(=O)NC1c1ccccc1OCC(=O)NCc1ccccc1 (stereo not given)
 : i, i, i, i, i, i, -13, i, -5, 4, i
> CC1CCN(C(=O)CCNS(=O)(=O)c2ccccc2)CC1
 : i, i, i, i, i, i, -8, i, 1, 3, i
> Cc1ccc(NC2CC(=O)N(c3cccc([N+](=O)[O-])c3)C2=O)cc1 (stereo not given)
 : i, i, i, i, i, i, -12, i, 1, 5, i
> S=C(NCC1CCCO1)N1CCN(Cc2ccccc2Cl)CC1 (stereo not given)
 : i, i, i, i, i, i, -20, i, 3, -13, i
> CCCCNC(=O)CC1S/C(=N/N=C/c2ccc(OC)cc2)NC1=O (stereo not given)
 : i, i, i, i, i, i, -6, i, -2, -4, i
> COc1ccc(-c2csc3nc(-c4cccnc4)nc(N4CCC(C(N)=O)CC4)c23)cc1OC
 : i, i, i, i, i, i, -36, i, 4, 6, i
> COc1ccc(N2CCN(C(=S)NCc3ccccc3)CC2)cc1
 : i, i, i, i, i, i, -9, i, 2, -1, i
> CCC(=O)NC(=S)Nc1ccc(NC(=O)c2ccc(OC)cc2)cc1
 : i, i, i, i, i, i, -6, i, 1, 3, i
> Cc1ccc2nc(-c3cccs3)oc(=O)c2c1
 : i, i, i, i, i, i, -9, i, -1, 4, i
> CCN1C(=O)/C(=C2\SC(N3CCOCC3)=NC2=O)c2ccccc21
 : x, i, i, x, i, i, -7, i, x, -7, i
> O=C(CC1SC(=O)N(Cc2ccc(Cl)cc2)C1=O)Nc1nccs1 (stereo not given)
 : i, i, i, i, i, i, -5, i, 2, 8, i
> COC(=O)Cn1cc(/C=C(/C#N)C(=O)N2CCOCC2)c2ccccc21
 : i, i, i, i, i, i, -3, i, 5, 3, i
> CCOC(=O)CCC(=O)Nc1cccc([N+](=O)[O-])c1
 : i, i, i, i, i, i, -2, i, 5, -8, i
> Oc1ccccc1N1CCN(c2nc(-c3cccs3)nc3ccccc23)CC1
 : i, i, i, i, -13*, i, -14, i, 6, 18, i
> CCOC(=O)c1c(NC(=O)COC(=O)Cn2cnc3ccccc32)sc(C)c1C
 : i, i, i, i, i, i, -4, i, 3, -4, i
> CCOC(=O)C1=C(c2ccccc2)Nc2c(c(=O)n(C)c(=O)n2C)C1c1ccc(O)c(OC)c1 (stereo not given)
 : i, i, i, i, i, i, -15, i, 7, 11, i
> Cc1ccc(N2C(N)=NC(N)=NC2(C)C)c(C)c1
 : i, i, i, i, i, i, -9, i, -5, 31, i
> COC1=CC2(O)CCCC2=CC1=O (stereo not given)
 : i, i, i, i, i, i, -5, i, 0, -3, i
> OCC1(CCOc2ccccc2)CCN(C2Cc3ccccc3C2)CC1
 : i, i, i, i, i, i, -10, i, 8, -13, i
> O=C(c1ccccn1)C1CCCN(Cc2nc(Cc3cccc(F)c3)no2)C1 (stereo not given)
 : i, i, i, i, i, i, -7, i, x, -4, i
> Cc1ccc(C)c(Cn2c3ccccc3c3cnn(CC(=O)NCCCN4CCOCC4)c(=O)c32)c1
 : i, i, i, i, i, i, -10, i, 2, -5, i
> CC1CN(C)C(C)C/C1=N/Oc1ccccc1[N+](=O)[O-] (stereo not given)
 : i, i, i, i, i, i, -20, i, -14, -21, i
> COc1nc(N)c(C#N)c(-c2ccc(N(C)CCC#N)cc2)c1C#N
 : i, i, i, i, i, i, -2, i, -46, 10, i
> O=C(CSc1nnc(-c2cccc(S(=O)(=O)N3CCOCC3)c2)n1C1CCCCCC1)NCc1ccccc1
 : i, i, i, i, i, i, -11, i, 3, 7, i
> O=c1cc(CSc2ccc(Cl)cc2)nc(-c2ccccn2)[nH]1
 : i, i, i, i, i, i, -5, i, 5, 97*, i
> COc1ccc(OC)c(CN2CCN(CCc3ccccc3)C(CCO)C2)c1 (stereo not given)
 : i, i, i, i, i, i, -7, i, -2, -17, i
> COc1ccc(NC(=O)C2CCN(C(=O)Cc3ccccc3)CC2)c(OC)c1
 : i, i, i, i, i, i, -10, i, -1, 0, i
> CCCCNC(=S)Nc1cccc2cnccc12
 : i, i, i, i, i, i, -7, i, 1, -3, i
> CCn1cc(C(=O)NCCCN(C)c2ccccc2)c(=O)c2cc(S(=O)(=O)N(C)C)ccc21
 : i, i, i, i, i, i, -12, i, 5, -12, i
> CC1CN(C(=O)c2ccc3c(c2)OCO3)OC(c2ccccc2)O1 (stereo not given)
 : i, i, i, i, i, i, -8, i, 8, -3, i
> Cc1nc(-c2c(-c3ccc(O)cc3O)noc2C(F)(F)F)cs1
 : 100*, i, i, i, i, i, -7, i, u, 1, i
> CC(=O)Nc1ccc(S(=O)(=O)Nc2nc3ccccc3nc2Nc2cccc(O)c2)cc1
 : i, i, i, i, i, i, -16, i, -7, 11, i
> S=C(Nc1ccccc1)c1ccccn1
 : i, i, i, i, i, i, -6, i, 2, 10, i
> CCn1cc(C(=O)NCCCN2CC(C)CC(C)C2)c2cc(OC)c(OC)cc2c1=O (stereo not given)
 : i, i, i, i, i, i, -4, i, 2, 0, i
> O=[N+]([O-])c1ccc(N2CCOCC2)cc1SCc1ccco1
 : i, i, i, i, i, i, -2, i, 3, 2, i
> CCN(CC)CCOc1ccc(Br)cc1
 : i, i, i, i, i, i, -11, i, -3, 2, i
> O=C(O)c1ccc2c(c1)C(=O)N(c1cccc(-c3nc4ccccc4s3)c1)C2=O
 : i, i, i, i, i, i, -5, i, 1, 5, i
> CCC1C(=O)N=C(SCC(=O)Nc2ccccc2)NC1=O (stereo not given)
 : i, i, i, i, i, i, -5, i, 4, -1, i
> Cc1ccccc1OCC(=O)Nc1nnc(-c2ccncc2)s1
 : i, i, i, i, i, i, -8, i, -1, 14, i
> CCOCCOC(=O)C(C)Oc1ccc(Oc2nc(Cl)ccc2Cl)cc1 (stereo not given)
 : i, i, i, i, i, i, -7, i, 5, 1, i

Marked active in KCNK9 inh, of those listed so far:
Molecule	KCNK3 block	ANO1 activ	KCNK9 inh	RGS4 block	KCNQ1 inh	HDAC3 inh	KCNQ1 act
Oc1ccccc1N1CCN(c2nc(-c3cccs3)nc3ccccc23)CC1	i	i	-13*	i	i	6	i

Screening data from PubChem.
